Rab9 promoter act: Rab9 promoter activation | Huh7 Rab9 promoter-luciferase reporter, luminescence, 24 h | Potency, µM (highest dose often 9.22 µM), inactives show at the highest dose activation, negative = inhibition, most hits filed as activators | 2.8% of 320,000 active | AID 485297; also: potency is read from the fitted curve at half-maximal effect; % of control where 0% means no effect; nearly all actives have a fitted effect of over 60% in size
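Cell-based reporter: Huh7 stable for Rab9 promoter-driven luciferase, plated in reduced-serum medium with 10% FBS at 1500 cells/well, compound-treated 24 h at 37 °C, luminescence read after 10 min reagent.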
NPC1 prom act: activators of NPC1 promoter. Huh7 NPC1 promoter luciferase reporter, 24 h. Potency, µM (doses to about 9.22 µM), for inactives: at the highest dose activation, actives largely listed as activators. 2.4% of 320,000 active. AID 485313;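 also: potency is read from the fitted curve at half-maximal effect; % of control where 0% means no effect; nearly all actives have a fitted effect of over 60% in size; reporter is driven by a mutant NPC1 promoter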
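Cells: Huh7 expressing luciferase under the NPC1 promoter, 1500/well. Seeded 2 h, compound added, incubated 24 h at 37 °C. Luciferase reagent, 10 min ambient, then luminescence.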
Menin MLL FP TR: inhibitors of human menin-MLL interaction, mutant MLL peptide. Menin + Texas Red MLL mutant peptide, fluorescence polarization. Potency, µM (top dose mostly 61.6 µM), for inactives: at the top dose FP activity change, negative = inhibition, hits mostly inhibitors. 0.23% of 270,000 active; active = well fitted inhibition curve with a large enough effect in the polarisation, with a control signal flat, not every such curve was filed as active; inconclusive = small, poorly fitted or top-dose-only effect, or effect the other way, or a change in a side signal; inactive = no such curve, though single readings can be large or run the other way; the % refers to the polarisation; also: potency is read from the fitted curve at half-maximal effect; % of control where 0% means no effect; many of its hits are not listed in these tables
Target sequence (O00255 whole entry, looked up): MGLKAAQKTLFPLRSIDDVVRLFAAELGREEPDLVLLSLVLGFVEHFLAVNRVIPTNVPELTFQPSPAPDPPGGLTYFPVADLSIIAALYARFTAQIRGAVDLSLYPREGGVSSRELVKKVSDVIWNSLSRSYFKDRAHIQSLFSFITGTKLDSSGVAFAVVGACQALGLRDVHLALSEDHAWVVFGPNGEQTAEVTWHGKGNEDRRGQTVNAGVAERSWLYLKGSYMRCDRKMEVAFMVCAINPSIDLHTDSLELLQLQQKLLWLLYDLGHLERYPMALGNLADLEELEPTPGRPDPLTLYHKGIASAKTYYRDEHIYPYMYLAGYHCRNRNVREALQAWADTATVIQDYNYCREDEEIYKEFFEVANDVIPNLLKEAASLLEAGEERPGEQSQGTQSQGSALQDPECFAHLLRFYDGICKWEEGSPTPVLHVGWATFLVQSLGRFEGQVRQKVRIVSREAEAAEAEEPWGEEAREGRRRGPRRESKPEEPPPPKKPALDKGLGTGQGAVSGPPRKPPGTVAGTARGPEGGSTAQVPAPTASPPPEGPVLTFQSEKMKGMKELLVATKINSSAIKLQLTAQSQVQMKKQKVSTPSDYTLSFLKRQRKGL
Giardia kill: Giardia lamblia killing. 0.15% of 340,000 active. activity change, % at 7.66 µM, hits read low. AID 540267. Giardia lamblia trophozoite viability; in the data active = activity change below about -80%; inconclusive = between about -30% and that limit;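 also: parasites exposed to compound for two days anaerobically before the ATP read; % is scaled to controls: 0 for no effect and ±100 for the full control effect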
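Anaerobic 48 hrs incubation at 37 deg C of 100 trophozoites/well with test compounds; ATPLite 1-Step luminescence, 15-30 min RT, reports cellular ATP as viability.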
Gal4-VP16 FLuc: Gal4-VP16 reporter inhibition counter-screen; Potency, µM (top dose mostly 53.6 µM), without a hit: at the highest dose activity, negative = inhibition, actives largely listed as inhibitors; AID 2546; 3.5% of 310,000 active; Drosophila S2 Gal4-VP16 UAS-luciferase, luminescence, 20 h;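 also: Gal4-VP16 expression switched on by copper sulfate through the metallothionein promoter; potency is read from the fitted curve at half-maximal effect; % is scaled to controls: 0 for no effect and ±100 for the full control effect; nearly all actives have a fitted effect of over 50% in size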
ELG1 genotoxic: genotoxicity induction in ELG1-luciferase HEK293T cells. HEK293T ELG1-luciferase reporter, luminescence, 16 h. Potency, µM (highest dose often 46 µM), for the others: at the top dose activity change, positive = activation, usual class: activators. 1.3% of 330,000 active; also: potency is read from the fitted curve at half-maximal effect; % of control where 0% means no effect; nearly all actives have a fitted effect of over 60% in size
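Luminescence read-out: rising ELG1-luciferase signal, reflecting elevated ELG1 protein under genetic stress, flags genotoxic compounds. Cells were treated for 16 hr at 37 °C before ONE-Glo detection.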
PKM2 act: PKM2 (human) enzyme activation; purified PKM2, Kinase-Glo ATP luminescence, activation; response scale: 0% is enzyme alone, no compound; Potency, µM (titrated, usually from 57.5 µM), for the others: top-dose activation, usual class: activators; 0.34% of 260,000 active; also: potency is read from the fitted curve at half-maximal effect; % is scaled to controls: 0 for no effect and ±100 for the full control effect; nearly all actives have a fitted effect of over 55% in size
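ATP formation by purified human PK-M2, quantified via coupled luciferase luminescence after 1 h at room temperature with 0.1 mM ADP and 0.5 mM PEP final.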
FLuc modulator: counter-screen for miR-21 project: firefly luciferase inhibitors or activators. purified FLuc, Km substrates, luminescence inhibition. Potency, µM (doses to about 57.5 µM), for inactives: at the top dose activity change, negative = inhibition, most hits filed as inhibitors. 6.9% of 360,000 active. AID 588342;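 also: potency is read from the fitted curve at half-maximal effect; plate controls were vehicle for no effect and reference inhibitor for full effect; nearly all actives have a fitted effect of over 55% in size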
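Purified P. pyralis luciferase (10nM final) with 10uM D-luciferin and 10uM ATP (Km levels) in 50mM Tris acetate pH 7.5, 10mM Mg acetate, 0.01% Tween-20, 0.05% BSA; qHTS 6-point titration, ~60 µM downward; luminescence read.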
RORg inh: ROR gamma (mouse) transcription inhibition | P51450 | Drosophila S2 Gal4-RORgamma UAS-luciferase reporter, 20 h | Potency, µM (top dose mostly 53.6 µM), for inactives: top-dose activity change, negative = inhibition, actives largely listed as inhibitors | 5.4% of 310,000 active; also: potency is read from the fitted curve at half-maximal effect; % is scaled to controls: 0 for no effect and ±100 for the full control effect; nearly all actives have a fitted effect of over 60% in size
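Drosophila S2 cells stably expressing Gal4-DBD/mouse RORγ fusion under metallothionein promoter plus UAS-luciferase; compound 1 h, then 700 uM CuSO4 induction for 20 h at ambient temperature; inhibition read as reduced luminescence.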
p53 reactivator: re-activators of mutant p53 | H1299 p53-A138V BP100-luciferase reporter, luminescence, 24 h | Potency, µM (highest dose often 92.2 µM), for the others: at the top dose activity change, positive = activation, usual class: activators | 0.063% of 320,000 active | AID 504706; also: potency is read from the fitted curve at half-maximal effect; % of control where 0% means no effect; nearly all actives have a fitted effect of over 45% in size
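H1299 (p53-null), stable ts p53-A138V + BP100-Luc; 1000 cells/well, Opti-MEM/10% FBS; cpd 4 pt, 1:5; 24 h, 37 deg C, 5% CO2; detection reagent 10 min RT; luminescence.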
BRCA1 expr act: increases BRCA1 expression. Potency, µM (doses to about 46.1 µM), for the others: top-dose activation, usual class: activators. 1.1% of 380,000 active. MCF7-BRCA1-FFLuc reporter, luminescence, 48 h; response scale: scaled: vehicle 0%, 10 µM genistein 100%. AID 624202; also: potency is read from the fitted curve at half-maximal effect; nearly all actives have a fitted effect of over 80% in size; some results filed as inactive show a strong effect at the top dose
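Quantitative HTS in MCF7 cells stably reporting BRCA1 expression via firefly luciferase. Compound treatment lasts 48 h at 37 °C in phenol-red free MEM. Activation is expressed relative to genistein at 10 microM and DMSO.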
An asterisk follows results filed as active; ? = inconclusive; · = not tested or not shown; & = joins results of further samples; [ ] = another dose, or the depositor's remark. Unless noted, calls follow the shape of the dose curve; as a rule, active = well fitted curve in the direction sought with a large enough effect; inconclusive = small, poorly fitted or top-dose-only effect, or another doubt; inactive = no such curve, though single readings can be large; an effect the other way counts as inactive or inconclusive. An excerpt, so the mix of outcomes need not match the whole.

SMILES	Rab9 promoter act	NPC1 prom act	Menin MLL FP TR	Giardia kill	Gal4-VP16 FLuc	ELG1 genotoxic	PKM2 act	FLuc modulator	RORg inh	p53 reactivator	BRCA1 expr act
COc1ccc(Br)c2c1C(=O)CC2	-1.7%	-2.4%	-7.3%	-14.9	1.2%	3.1%	-3.5%	4.5%	6.2%	-7.8%	-6.7%
CC(=O)N1CCCc2cc(S(=O)(=O)N3CCN(C4CCCCC4)CC3)ccc21	-8.0%	-0.8%	?	4.9	-1.1%	12.0%	-18.7%	0.3%	-1.2%	-5.1%	-6.9%
Cn1ccnc1C(=O)C1CCCN(Cc2cn[nH]c2-c2ccc(-c3ccccc3)cc2)C1 (stereo not drawn)	0.9%	6.4%	-8.6%	1.0	1.3%	-0.3%	-0.5%	-19.3%	-0.8%	0.1%	23.5%
COc1ccc(CCN2CCCn3c2nc2c3c(=O)n(C)c(=O)n2C)cc1OC	1.2%	0.4%	-6.0%	-2.0	-7.5%	-4.2%	·	-0.4%	-8.5%	-6.8%	-24.6%
CC1(C)CC(=O)C2=C(C1)OC(N)=C(C#N)C2c1cn(-c2ccccc2)nc1-c1ccc(F)cc1 (stereo not drawn)	11.2%	-0.5%	1.2%	12.1	?	6.6%	-3.9%	-1.6%	?	?	15.8%
O=C(O)C(Cc1c[nH]c2ccccc12)N1C(=O)C2C3c4ccccc4C(c4ccccc43)C2C1=O (stereo not drawn)	-6.5%	-7.4%	?	17.8	-14.2%[10 µM]	-3.6%	-6.0%	0.9%	2.5%	-0.5%	7.7%
COc1ccccc1N(C)S(=O)(=O)c1ccc(Cl)c(C(=O)OCc2c(C)noc2C)c1	0.9%	0.7%	0.9%	-9.7	-8.7%[10 µM]	-7.2%	8.3%	3.3%	-15.8%	0.3%	-30.7%
Cc1nn(Cc2ccccc2Cl)c(C)c1C(=O)NC1=NCCS1	9.3%	-5.4%	-23.2%	19.3	-1.4%	-2.6%	0.1%	-14.5%	10µM*	-0.8%	7.5%
CCOP(=O)(c1ccccc1)c1nc(-c2ccccc2Cl)oc1N1CCCCC1 (stereo not drawn)	-2.4%	-0.8%	-0.2%	-0.5	?	-6.2%	-4.0%	2.3%	?	3.4%	-8.7%
CCn1c(SCc2ccc(Cl)cc2)nnc1-c1ccccc1	-3.4%	1.3%	-15.1%	-8.4	-6.9%	-3.5%	0.2%	-10.6%	?	-1.8%	13.3%
CCc1noc(C)c1C(=O)N1CCCC(C(=O)c2ccc(OC)c(F)c2)C1 (stereo not drawn)	0.7%	-22.6%	-3.5%	-1.8	-4.8%	-0.5%	-5.3%	2.0%	-26.6%	-2.9%	15.8%
COc1ccc2c(c1OC)C(=O)N(c1ccc(C)c(C)c1)C2=O	22.7%	5.3%	?	-10.2	-13.6%	-4.0%	-23.3%	-17.6%	6.1%	21.5%	77.6%
CN(Cc1cccs1)C(=O)/C=C/c1ccccc1[N+](=O)[O-]	25.7%	-14.9%	0.1%	-0.2	1.8%	-4.8%	-2.1%	?	42.4%	7.1%	31.9%
O=C(O)c1cc(-c2ccc3ccccc3n2)nc2ccccc12	2.82µM*	?	23.9%	?	11.2µM*	?	·	0.601µM*	5.01µM*	3.1%	0.0%
Cc1noc(C)c1COc1ccc(C(=O)N2CCN(c3ccccc3O)CC2)cc1	-1.1%	1.1%	·	2.6	·	-1.1%	·	6.2%	·	-17.1%	-9.2%
Fc1ccc(-c2csc(/C=C/c3ccc4c(c3)OCO4)n2)cc1	3.3%	2.6%	9.1%	-1.0	14.2%	18.5%	1.3%	-14.4%	25.8%	·	36.0%
Cc1cnc(C(=O)N2CCCC(N3CCN(c4cccc(C(F)(F)F)c4)CC3)C2)cn1 (stereo not drawn)	1.4%	0.9%	·	-0.4	-2.2%	-1.7%	-12.8%	2.2%	42.7%	-11.8%	-8.8%
Cc1nc(=O)c(-c2ccccc2)c(C)n1CCCCCC(=O)O	-4.7%	-5.1%	-5.7%	0.1	-3.9%	-0.5%	8.9%	5.9%	-0.6%	-2.2%	-1.1%
O=[N+]([O-])c1ccc(NC(=S)N2CCN(S(=O)(=O)c3ccccc3)CC2)cc1	-5.2%	-2.4%	·	-3.0	-4.9%	-15.7%	15.9%	-0.3%	-19.5%	-4.3%	-43.6%
C=CCn1cc(-c2cccc(C(F)(F)F)c2)cc(C#N)c1=O	3.2%	2.0%	-14.4%	11.8	5.1%	3.1%	-2.6%	4.8%	?	1.6%	13.2%
CCC(=O)Nc1cccc2c1C(=O)N(C)C2=O	-4.2%	-4.3%	-18.2%	-8.9	1.5%	6.9%	5.1%	2.7%	-24.7%	-1.0%	1.0%
CCc1cc2c(=O)[nH]c(COC)nc2s1	2.1%	-0.4%	5.9%	0.8	-11.4%	4.8%	0.0%	-2.7%	-14.9%	20.6%	0.6%
Cc1cc(C)nc(NCc2ccc(Cl)cc2)n1	-0.5%	-3.3%	3.8%	15.8	2.7%	0.0%	-2.0%	-0.8%	10.7%	·	11.0%
CCc1nnc(NC(=O)CSc2nnc3c4ccccc4n(C)c3n2)s1	0.2%	0.7%	7.4%	-2.5	-11.7%	-5.2%	1.41µM*	-15.9%	5.3%	3.5%	-7.5%
CCOC(=O)C(NC(=O)NC1CCCCC1)(c1ccccc1)C(F)(F)F (stereo not drawn)	-12.2%	9.5%	-4.5%	-6.4	8.3%	-2.8%	-12.6%	0.4%	?	-5.4%	4.1%
CCOC(=O)C1=C(C)NC(C)=C(C(=O)OCC)C1C(=O)OCC(=O)NC(C)C	4.0%	0.7%	?	-9.7&7.1	4.6%	-19.3%	6.6%	-0.4%	-2.7%	2.9%	4.9%&-19.4%
Cc1ccc(S(=O)(=O)CC(=O)N2CCN(c3ccc(F)cc3)CC2)cc1	-0.9%	-3.1%	·	9.5	?	-2.4%	3.3%	2.9%	30.1%	-1.1%	-2.7%
CC(Oc1ccc(Cl)cc1Cl)c1ccnc2nc(N3CCOCC3)nn12 (stereo not drawn)	-2.3%	-6.2%	?	1.5	-8.5%	-4.7%	2.4%	4.4%	?	2.7%	-0.8%
Cc1ccc(OCCNc2cc(N3CCN(CCO)CC3)ccc2[N+](=O)[O-])cc1C	-4.6%	0.2%	25.4%	14.3	?	-1.8%	-3.8%	23.9µM*	-2.0%	-7.2%	-40.9%
Cc1ccc2c(c1)N(CC(=O)N1CCC(C)CC1)C(=O)c1cccnc1O2	-4.8%	-2.0%	?	-10.6	5.2%	0.2%	·	0.5%	1.1%	-6.4%	16.1%
CCOC(=O)c1sc2ncnc(OC)c2c1C	12.3%	3.7%	2.8%	-5.4	-2.3%	-0.6%	-14.9%	-5.0%	-3.1%	5.4%	0.0%
COc1ccccc1N1CCN(C(=O)c2cc(-c3cccc(Cl)c3)on2)CC1	-0.3%	-0.4%	-14.0%	2.5	-1.9%	-1.8%	1.5%	4.7%	6.6%	7.8%	-12.2%
COc1ccc(N(CC(=O)NCCSc2ccc(C)cc2)S(=O)(=O)c2ccccc2)c(OC)c1	-5.1%	2.6%	-0.9%	2.8	-2.1%	-19.7%	0.3%	2.4%	38.3%	2.3%	-27.2%
Cc1ccc(-c2nc3cccnc3s2)cc1NS(=O)(=O)c1cccs1	14.6%	10.1%	?	?	16.6%	10.4%	-1.2%	26.9µM*	32.5%	2.2%	-1.7%
Cc1ccc(S(=O)(=O)C(C)C(=O)c2ccc3c(c2)OCCO3)cc1 (stereo not drawn)	?	2.0%	4.7%	-7.3	-2.5%	5.4%	11.5%	?	-21.0%	4.2%	16.4%
O=C(O)c1ccc(-c2ncc[nH]2)cc1	10.3%	-3.7%	0.5%	-21.1	-9.6%	-0.3%	-13.9%	-2.7%	?	-2.1%	1.4%
Cc1cccc(Nc2nc(NCc3ccco3)nc(N3CCOCC3)n2)c1	-3.2%	0.6%	13.1%	-12.6	-3.8%	1.1%	-4.0%	-1.9%[2.3 µM]	-11.2%	3.3%	-49.3%
COc1ccc(Oc2coc3c(CN4CCOCC4)c(O)ccc3c2=O)cc1	0.4%	2.0%	0.6%	4.8	3.0%	0.2%	5.2%	1.4%	?	-3.5%	-3.6%
COc1cc(S(=O)(=O)NC2CCCCC2C)ccc1F (stereo not drawn)	7.0%	-0.8%	0.0%	8.6	5.7%	-5.4%	-0.3%	-0.9%	-0.4%	16.7%	-32.7%

Screening results: PubChem BioAssay, National Center for Advancing Translational Sciences (NCATS)
